TCR activator = T cell receptor activation; primary human leukocytes, anti-CD3, IL-2 HTRF, 48 h; Potency, µM (titrated, usually from 9.22 µM), without a hit: at the highest dose activation of IL-2 secretion, hits mostly activators; 330,000 tested, under 10 active; AID 504894; note: % of control where 0% means no effect
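Compounds are tested in HTS on primary human leukocytes co-incubated with a-CD3 beads for 48 hr. IL-2 output is measured by time-resolved FRET.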
KCNH2 WT inh = inhibitors of human wildtype KCNH2 potassium channel | U2OS, BacMam KCNH2, thallium flux FluxOr; hits give low values | activity change, % at 1.84 µM | 340,000 compounds, 0.37% hits | AID 720551;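 active = maximum activity change below -70%; inconclusive = maximum activity change between -70% and -50%; inactive = maximum activity change above -50%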; note: % is set by controls: 0 for no effect and ±100 for the full control effect
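U2OS cells transduced with wild-type KCNH2 virus are loaded with FluxOr dye for 45 min, and thallium flux is measured in kinetic reads before and after stimulation buffer. Rate constants are normalized to DMSO controls.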
Giardia kill = kills Giardia lamblia | 340,000 compounds, 0.15% hits | Giardia lamblia trophozoite viability | activity change, % at 7.66 µM, hits read low; in the data active = activity change below about -80%; inconclusive = between about -30% and that limit;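 note: parasites exposed to compound for two days anaerobically before the ATP read; % is set by controls: 0 for no effect and ±100 for the full control effect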
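Giardia trophozoites, 100 cells per well, were exposed to compounds for 48 hrs at 37 deg C under anaerobic conditions; viability was then read as ATP content by bioluminescence after 15-30 min at room temperature.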
Chronic BCR inh = chronic active BCR signaling inhibition. 340,000 compounds, 0.05% hits. Potency, µM (highest dose often 46.1 µM), without a hit: top-dose ratio change, negative = lower green/red ratio, most hits filed as inhibitors. ABC-DLBCL IkBa-CBG/CBR reporter, luminescence ratio, 4 h; active = well fitted inhibition curve with a large enough effect in the signal ratio, with a control signal flat, not every such curve was filed as active; inconclusive = small, poorly fitted or top-dose-only effect, or effect the other way, or a change in a side signal; the % refers to the signal ratio;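 note: potency is the fitted concentration of half-maximal effect; plate controls were basal doxycycline-induced cells for no effect and cells given 10 µM MG132 for full effect; MG132 reads +100%, hits lower the ratio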
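Doxycycline induced both beetle luciferases in TMD8 lymphoma cells; IKK-driven degradation limits the IkappaBalpha-fused green signal, while red luminescence normalises for cell number and nonspecific effects. Compounds tested up to 46 uM, 4 hrs.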
TSHR antag = antagonists of human thyroid stimulating hormone receptor. P16473. TSHR-expressing cells, TSH-stimulated cAMP HTRF, 2 h; hits give low values. activity change, negative = inhibition, % at 11.5 µM. 330,000 compounds, 0.2% hits. AID 504810;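 active = activity change below a set negative limit, meaning inhibition stronger than a set level, cut at about -70% in these data; inconclusive = activity change between two set negative limits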; note: % is set by controls: 0 for no effect and ±100 for the full control effect
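TSHR-expressing cells were treated with compounds, then stimulated with TSH at EC80 (4nM final) for 2 hours at 37 deg C. Cellular cAMP was measured by HTRF competition between lysate cAMP and cAMP-d2 for a cryptate-labelled anti-cAMP antibody.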
GALK inh = inhibitors of human galactokinase; Purified GALK, Kinase-Glo residual ATP luminescence; Potency, µM (top dose mostly 57.5 µM), without a hit: top-dose activity change, negative = inhibition, most hits filed as inhibitors; 270,000 compounds, 0.007% hits; AID 1868; note: potency is the fitted concentration of half-maximal effect; % is set by controls: 0 for no effect and ±100 for the full control effect
Target sequence (P51570 whole entry, looked up): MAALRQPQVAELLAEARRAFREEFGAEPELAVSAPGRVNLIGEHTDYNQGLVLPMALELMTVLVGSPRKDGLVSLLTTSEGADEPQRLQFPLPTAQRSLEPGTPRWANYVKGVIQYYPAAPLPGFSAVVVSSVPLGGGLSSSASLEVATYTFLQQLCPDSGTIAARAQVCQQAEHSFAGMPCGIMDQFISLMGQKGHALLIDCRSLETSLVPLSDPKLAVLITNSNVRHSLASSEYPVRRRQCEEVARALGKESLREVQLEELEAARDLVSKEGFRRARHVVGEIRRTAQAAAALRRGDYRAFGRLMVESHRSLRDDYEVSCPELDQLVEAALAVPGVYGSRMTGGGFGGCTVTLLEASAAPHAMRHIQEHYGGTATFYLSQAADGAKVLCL
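GALK at 5 nM final was combined with compound, 35 uM ATP and 100 uM galactose in HEPES pH8.0 with MgCl2 and DTT. The reaction ran one hour at room temperature before luminescent ATP detection.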
Tb PFK inh = blocks T. brucei phosphofructokinase; Potency, µM (titrated, usually from 57.5 µM), for the others: at the highest dose activity, negative = inhibition, usual class: inhibitors; 330,000 compounds, 0.17% hits; O15648; T. brucei PFK, ADP-Glo luminescence;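 note: potency is the fitted concentration of half-maximal effect; 0% = uninhibited 1x PFK enzyme wells and -100% = no-enzyme wells; nearly all actives have a fitted effect of over 60% in size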
Target sequence (O15648 whole entry, looked up): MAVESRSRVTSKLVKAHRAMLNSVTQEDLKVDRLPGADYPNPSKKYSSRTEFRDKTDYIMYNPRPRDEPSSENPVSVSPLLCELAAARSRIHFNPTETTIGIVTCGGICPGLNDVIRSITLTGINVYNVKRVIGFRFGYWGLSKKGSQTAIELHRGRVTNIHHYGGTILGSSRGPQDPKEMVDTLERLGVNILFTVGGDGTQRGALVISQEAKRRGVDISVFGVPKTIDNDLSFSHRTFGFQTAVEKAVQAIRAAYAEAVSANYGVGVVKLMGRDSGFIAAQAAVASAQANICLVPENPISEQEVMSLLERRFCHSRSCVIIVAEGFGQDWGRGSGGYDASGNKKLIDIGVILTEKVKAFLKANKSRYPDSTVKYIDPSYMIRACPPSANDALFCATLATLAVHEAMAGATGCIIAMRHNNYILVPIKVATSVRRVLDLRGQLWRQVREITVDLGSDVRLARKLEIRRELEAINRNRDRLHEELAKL
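PFK 1.25 nM, F6P 0.5 mM, ATP 0.1 mM, 0.1 M TEA pH 8.0, 5 mM MgCl2, 0.01% Tween20, 0.1% BSA; 45 min RT. ADP-Glo readout. qHTS titration up to 57 uM; curves fitted, compounds curve-classed.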
CXXC DNA block = blocks binding of human MLL CXXC domain to DNA | MLL-CXXC / FITC-HOXA9 DNA fluorescence polarization | Potency, µM (doses to about 115 µM), for the others: at the highest dose activity change, negative = inhibition, most hits filed as inhibitors | 290,000 compounds, 0.037% hits | AID 2662; active = well fitted inhibition curve with a large enough effect in the polarisation, with a control signal flat, not every such curve was filed as active; inconclusive = small, poorly fitted or top-dose-only effect, or effect the other way, or a change in a side signal; inactive = no such curve, though single readings can be large or run the other way; the % refers to the polarisation; note: potency is the fitted concentration of half-maximal effect
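Steps: dispense CXXC domain solution (7 uM) → pin compounds or unlabeled HOX-A9 DNA control → 5 min ambient → add FLSN-HOX-A9 solution (50 nM) → spin → 30 min ambient → fluorescence polarization. Tris pH 7.5/NaCl/DTT/BSA buffer.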
Coupling enz = coupling enzyme interference in Giardia aldolase counter-screen. coupling enzyme system counterscreen, AmpLite Red fluorescence. AID 2472. 290,000 compounds, 0.67% hits. activity change, negative = inhibition, % at 58.2 µM, hits read low; in the data active = activity change below about -30%; note: % is set by controls: 0 for no effect and ±100 for the full control effect
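Coupling enzymes only (glyceraldehyde-3-phosphate) + compound, at 57.5 uM final, 10 min RT; add substrate/coupling/AmpLite Red mix, 20 min RT; fluorescence ex 525/em 598 nm. Actives flag coupling-system interference.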
A-T KAP1 phos = potential ataxia-telangiectasia treatments restoring KAP-1 phosphorylation; […] A-T fibroblasts, KAP-1 phosphorylation AlphaLISA; neocarzinostatin DNA damage 30 min before lysis; Potency, µM (doses to about 57.5 µM), without a hit: at the top dose activation, actives largely listed as activators; 320,000 compounds, 0.19% hits; AID 485349; note: potency is the fitted concentration of half-maximal effect; % of control where 0% means no effect; nearly all actives have a fitted effect of over 45% in size
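hTERT-immortalized A-T patient fibroblasts ([…]), 500 cells/well in OPTI-MEM, 1% FBS, got compounds for 60 min, then NCS for 30 min at 37C. Lysates were then assayed for phospho-KAP-1 by AlphaLISA (anti-pKAP1 donor, anti-KAP1 acceptor beads), 6 hr at 25C.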
* = called active by the depositor; ? = inconclusive; · = not tested or not shown; [ ] = dose if it differs, or a comment. Unless noted, calls come from the whole dose curve; as a rule, active = well fitted curve in the direction sought with a large enough effect; inconclusive = small, poorly fitted or top-dose-only effect, or another doubt; inactive = no such curve, though single readings can be large; an effect the other way counts as inactive or inconclusive.

(1) O=C(Cn1c(NCCO)nc2ccccc21)NCCc1ccccc1
(2) O=C(NC(Nc1ccc(F)cc1)(C(F)(F)F)C(F)(F)F)c1cccnc1
(3) CC(=O)c1cccc(-n2c(CCC(=O)O)ccc2-c2ccccc2)c1
(4) Nc1ncn(-c2ncc(C(F)(F)F)cc2Cl)n1
(5) O=C1CCCC(O)=C1C=NCCc1ccccc1
(6) Cc1ccc(-c2cc(C(=O)Nc3nccs3)c3ccccc3n2)c(C)c1
(7) Cc1ccc2[nH]c(=O)c3cc(C(=O)N(C)Cc4ccco4)sc3c2c1
(8) C=CCN(C(=O)CSc1nc2ccsc2c(=O)n1Cc1ccccn1)c1ccccc1
screen / no.	1	2	3	4	5	6	7	8
TCR activator	3%	1%[46.1 µM]	-2%	0%	-23%	8%[46.1 µM]	3%	5%
KCNH2 WT inh	-11	-12	0	2	5	7	6	-9
Giardia kill	1	9	-12	-8	0	-6	-14	-1
Chronic BCR inh	2%	-5%	2%	-2%	5%	?	4%	?
TSHR antag	1	-1	-2	-2	-19	-13	0	7
GALK inh	0%	2%	·	-2%	0%	2%	2%	4%
Tb PFK inh	22%	0%	20%	0%	1%	19%	0%	-3%
CXXC DNA block	0%	-4%	-8%	3%	4%	15%	-6%	14%
Coupling enz	3	-6	10	2	0	-1	-1	0
A-T KAP1 phos	1%	-1%	2%	2%	-4%	-5%	10%	-2%

One compound at a time, from the list above:
Cc1ccc(-c2cc(C(=O)Nc3nccs3)c3ccccc3n2)c(C)c1 as listed: TCR activator = 8%[46.1 µM]; KCNH2 WT inh = 7; Giardia kill = -6; Chronic BCR inh = ?; TSHR antag = -13; GALK inh = 2%; Tb PFK inh = 19%; CXXC DNA block = 15%; Coupling enz = -1; A-T KAP1 phos = -5%
Cc1ccc2[nH]c(=O)c3cc(C(=O)N(C)Cc4ccco4)sc3c2c1 as listed: TCR activator = 3%; KCNH2 WT inh = 6; Giardia kill = -14; Chronic BCR inh = 4%; TSHR antag = 0; GALK inh = 2%; Tb PFK inh = 0%; CXXC DNA block = -6%; Coupling enz = -1; A-T KAP1 phos = 10%

Other records
(9) CC(=O)c1c(C)[nH]c(C(=O)OCC(=O)Nc2cc(S(=O)(=O)N3CCCC3)ccc2Cl)c1C
(10) COc1ccccc1CCC(=O)OCC(=O)NC1CC1
(11) COc1ccc(F)cc1S(=O)(=O)NC1CCCCCC1
(12) CC(C)(C)OC(=O)C[C@H]1C/C=C\C[C@H](CC(=O)N[C@H](CO)Cc2ccccc2)C(=O)N[C@H](Cc2ccccc2)COC1=O
(13) CCOc1ccc(/C=N/NC(=O)c2cc3c(OC)cc(OC)cc3[nH]2)cc1OC
(14) CN(C)CCN1C(=O)C2C3C=CC(C3)C2C1=O (stereo not given)
(15) CC1(C)CC(=O)C=C(NCc2ccc(Cl)c(Cl)c2)C1
(16) COc1ccc(S(=O)(=O)N2CCOC2CNC(=O)C(=O)NCc2ccncc2)cc1 (stereo not given)
screen / no.	9	10	11	12	13	14	15	16
TCR activator	0%[46.1 µM]	3%	0%	5%	-6%	3%	-10%	2%
KCNH2 WT inh	3	11	-1	9	-6	-9	-1	19
Giardia kill	-4	9	10	-4	20	5	-10	10
Chronic BCR inh	?	-7%	3%	6%	?	5%	-6%	6%
TSHR antag	-16	13	20	-13	-3	7	10	3
GALK inh	0%	·	1%	·	0%	1%	6%	0%
Tb PFK inh	2%	-1%	-14%	-1%	-1%	-5%	?	0%
CXXC DNA block	0%	·	11%	·	3%	-3%	-2%	2%
Coupling enz	3	·	1	·	0	-4	0	·
A-T KAP1 phos	-4%	2%	-1%	5%	-9%	0%	-1%	22%

(17) Cc1cc2oc(C(=O)N(Cc3ccccc3)C3CCS(=O)(=O)C3)cc(=O)c2cc1Cl (stereo not given)
(18) COc1cccc(NC(=O)CN(C)C(=O)CN2C(=O)NC3(CCCC3)C2=O)c1
(19) O=C(COc1cc(Cl)c(Cl)cc1Cl)Nc1ccncc1
(20) COc1ccc(CCN2CC(C(=O)NCCc3ccc(F)cc3)CCC2=O)cc1 (stereo not given)
(21) COc1ccc(NC(=O)CN(C)C(=O)c2cc(C3CC3)nn2-c2ccccc2)cc1
(22) COc1ccccc1-c1nn(Cc2ccccc2)cc1/C=C/C(=O)O
(23) COc1ccc(C(=O)N2CCCC(CCC(=O)NCc3ccc(F)c(F)c3)C2)o1 (stereo not given)
(24) CCOC(=O)c1cnc2cc(F)c(F)cc2c1N1CCOCC1
screen / no.	17	18	19	20	21	22	23	24
TCR activator	·	-2%	-1%	1%	-4%	-3%	-13%	0%
KCNH2 WT inh	-2	-4	-1	-3	19	-7	-4	-6
Giardia kill	-8	22	1	-21	16	-14	0	0
Chronic BCR inh	-9%	0%	0%	-1%	-1%	?	-21%	1%
TSHR antag	-8	3	25	1	3	-4	-10	-5
GALK inh	-1%	·	2%	5%	·	-1%	0%	·
Tb PFK inh	-1%	2%	1%	1%	-2%	4%	?	-8%
CXXC DNA block	-8%	·	9%	3%	·	0%	-3%	6%
Coupling enz	1	·	2	1	·	-3	-3	3
A-T KAP1 phos	5%	-1%	-2%	10%	-5%	4%	-1%	-9%

(25) COc1ccc(S(=O)(=O)N(C)C[C@H]2Oc3ccc(NS(=O)(=O)c4cn(C)cn4)cc3C(=O)N([C@H](C)CO)C[C@@H]2C)cc1
(26) Cc1cccc(-c2noc(CCC(=O)NCCc3ccccc3)n2)c1
(27) CCOc1ccc(-n2c(SCC(=O)Nc3ccc4c(c3)OCCO4)nc3c(c2=O)SCC3)cc1
(28) COc1cc(OC)cc(C(=O)OCCCOC(=O)c2cc(OC)cc(OC)c2)c1
(29) COc1cccc(-c2nn(-c3ccc(C)cc3)cc2C(=O)N2CCc3cc(OC)c(OC)cc3C2)c1
(30) COc1ccc(N2CCN(C(CNC(=O)CC(C)(C)C)c3ccc4c(c3)OCO4)CC2)cc1 (stereo not given)
(31) CC(C)(C)NC(=O)CSc1nc2cccnc2n1C1CCCCC1
(32) C(=N\N1CCN(C2c3ccccc3-c3ccccc32)CC1)/c1ccncc1
screen / no.	25	26	27	28	29	30	31	32
TCR activator	-5%	-2%	1%	-1%	17%	-4%	·	-1%
KCNH2 WT inh	-16	24	-2	8	0	10	7	-16
Giardia kill	26	?	-7	-4	-2	8	23	4
Chronic BCR inh	-6%	-3%	-29%	0%	-4%	0%	?	-4%
TSHR antag	10	-8	2	-10	-7	3	-1	-11
GALK inh	·	10%	-2%	2%	·	9%	-3%	-3%
Tb PFK inh	-2%	0%	6%	2%	-4%	2%	0%	0%
CXXC DNA block	·	10%	3%	4%	·	15%	-2%	7%
Coupling enz	·	3	6	·	·	3	-1	-1
A-T KAP1 phos	22%	6%	-3%	8%	2%	-2%	1%	11%

(33) CCOc1ccc(NS(=O)(=O)c2ccc(NS(=O)(=O)c3ccccc3)cc2)cc1
(34) COc1ccc(O)c(C(=O)c2cnc3c(c2)CN(C)C(=O)N3)c1
(35) COc1cccc(C(=O)Nc2ccc3c(cc2=O)[C@@H](NC(C)=O)CCc2cc(OC)c(OC)c(OC)c2-3)c1
(36) O=C(COc1ccc2ccccc2c1)NNC(=O)c1ccc([N+](=O)[O-])cc1
(37) CCOC(=O)c1c(-c2cccs2)csc1NC(=O)c1ccncc1
(38) COc1ccccc1OCCSc1nnc(CNC(=O)c2ccco2)n1C
(39) O=C(NC1(C(F)(F)F)N=C2SCCN2C1=O)c1ccccc1 (stereo not given)
(40) CCOc1ccc(-c2cn3ccccc3n2)cc1[N+](=O)[O-]
(41) COc1ccc2cnnc(SCC(=O)Nc3ccccc3)c2c1OC
(42) CSc1ncccc1C(=O)OCC(=O)Nc1ccc(S(=O)(=O)N2CCCC2)cc1
screen / no.	33	34	35	36	37	38	39	40	41	42
TCR activator	-1%	-4%	4%	-2%	3%	-2%	5%	0%[46.1 µM]	-5%[46.1 µM]	-8%[46.1 µM]
KCNH2 WT inh	-8	4	2	5	-10	4	-1	-2	10	0
Giardia kill	15	-22	-1	22	10	-27	1	-24	-6	-14
Chronic BCR inh	0%	-6%	?	?	5%	-2%	-6%	?	10%	2%
TSHR antag	-9	0	-15	14	-2	40	19	-8	3	-9
GALK inh	-1%	15%	·	-2%	-1%	-3%	·	3%	-4%	4%
Tb PFK inh	-3%	-2%	-3%	-28%	2%	-17%	-4%	10%	3%	1%
CXXC DNA block	-12%	-7%	-2%	1%	-16%	-9%	-5%	2%	5%	4%
Coupling enz	4	0	-3	0	5	1	-1	-1	1	7
A-T KAP1 phos	·	-1%	-29%	2%	2%	9%	2%	-2%	6%	4%

Copied from the list:
`CSc1ncccc1C(=O)OCC(=O)Nc1ccc(S(=O)(=O)N2CCCC2)cc1` | Tb PFK inh: 1%
`O=C(NC1(C(F)(F)F)N=C2SCCN2C1=O)c1ccccc1` (stereo not given) | A-T KAP1 phos: 2%

Source: PubChem BioAssay (National Center for Advancing Translational Sciences (NCATS))
